# TRHR ag = qHTS for Small Molecule Agonists and Allosteric Enhancers of Human TRH Receptor: Primary Screen for Agonists; TRHR cells, calcium flux fluo-8, FDSS agonist mode; 360,000 tested, 0.18% active; activation, % at 2 µM; Thyrotropin-releasing hormone receptor (Homo sapiens), P34981; in the data active = activation above about 30%; also: 0% is about no effect
#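 In this calcium-flux screen, cells bearing human TRHR are dye-loaded with fluo-8, baselined for 10 cycles, then exposed to library compounds; positive kinetic calcium responses during the agonist phase mark hits, with TRH as control.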
# D1 ag = Allosteric Agonists of the Human D1 Dopamine Receptor: qHTS | HEK293 T-REx D1 cells, calcium flux, agonist mode | activation, % at 2 µM | 360,000 tested, 1% active | AID 504660, 2011; in the data active = activation above about 30%; also: 0% is about no effect
# Target sequence (P21728 whole entry, looked up): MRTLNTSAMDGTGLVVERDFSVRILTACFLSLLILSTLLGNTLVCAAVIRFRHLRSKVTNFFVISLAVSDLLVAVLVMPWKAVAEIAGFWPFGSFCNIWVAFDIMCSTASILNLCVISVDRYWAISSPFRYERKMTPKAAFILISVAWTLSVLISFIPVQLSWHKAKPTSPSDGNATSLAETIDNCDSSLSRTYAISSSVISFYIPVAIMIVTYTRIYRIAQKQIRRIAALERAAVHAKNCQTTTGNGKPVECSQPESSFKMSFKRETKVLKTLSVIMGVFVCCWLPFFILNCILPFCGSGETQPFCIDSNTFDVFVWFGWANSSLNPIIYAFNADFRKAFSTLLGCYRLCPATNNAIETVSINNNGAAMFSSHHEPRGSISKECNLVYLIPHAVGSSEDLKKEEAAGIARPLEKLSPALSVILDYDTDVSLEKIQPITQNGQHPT
#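 Agonism was scored from calcium flux recorded over 180 s (1 read/s) after pintool compound addition, following a 10-cycle baseline. Cells were inducible force-coupled HEK293 TREx D1, plated overnight at 30 C and loaded with no-wash calcium dye.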
# Anesthetic bind = qHTS Assay for Identification of Novel General Anesthetics; apoferritin/1-aminoanthracene competitive binding, fluorescence; Potency, µM (top dose mostly 77.5 µM), for inactives: at the highest dose activity change, negative = displacement, hits mostly inhibitors; 350,000 tested, 0.074% active; AID 485281, 2010; also: potency is read from the fitted curve at half-maximal effect; % is scaled to controls: 0 for no effect and ±100 for the full control effect; nearly all actives have a fitted effect of over 20% in size
# Target sequence (P02791 2-175 limits assumed): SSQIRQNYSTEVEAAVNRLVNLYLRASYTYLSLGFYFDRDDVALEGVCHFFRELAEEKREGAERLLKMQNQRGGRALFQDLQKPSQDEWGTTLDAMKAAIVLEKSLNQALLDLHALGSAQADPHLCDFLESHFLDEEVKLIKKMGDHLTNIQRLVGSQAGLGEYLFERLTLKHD
#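 Apoferritin-based anesthetic binding model; compound displacement of fluorescent 1-AMA measured as endpoint fluorescence after 10 minutes at room temperature, scaled to free-ligand and complex controls.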
# D2 PAM = HTS Assay for Positive Allosteric Modulators of the Human D2 Dopamine Receptor: Primary Screen for Potentiators. D(2) dopamine receptor (Homo sapiens), P14416. potentiation, % at 10 µM. 340,000 tested, 0.34% active. HEK293 T-REx D2, calcium flux, EC20 dopamine potentiation;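 active = potentiation over 3 SD above the plate norm, cut at about 30% in these data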; also: 0% is about no effect
# Target sequence (P14416 whole entry, looked up): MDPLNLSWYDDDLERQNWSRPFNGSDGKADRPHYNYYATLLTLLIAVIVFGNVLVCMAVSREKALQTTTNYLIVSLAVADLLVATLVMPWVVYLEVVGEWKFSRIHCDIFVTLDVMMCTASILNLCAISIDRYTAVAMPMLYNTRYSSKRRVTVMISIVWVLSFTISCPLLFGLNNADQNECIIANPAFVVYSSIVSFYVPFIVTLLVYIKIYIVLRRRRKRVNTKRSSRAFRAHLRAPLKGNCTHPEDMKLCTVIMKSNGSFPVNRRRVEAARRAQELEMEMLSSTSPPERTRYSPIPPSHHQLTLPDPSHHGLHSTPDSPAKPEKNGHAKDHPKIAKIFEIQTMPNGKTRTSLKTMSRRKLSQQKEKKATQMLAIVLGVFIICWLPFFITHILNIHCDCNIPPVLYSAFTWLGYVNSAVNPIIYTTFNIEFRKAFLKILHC
#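 Potentiation of an EC20 dopamine calcium response is measured in a force-coupled, tetracycline-inducible Hek293 Trex D2 line. Compound-only kinetic reads over 180 s flag agonists before dopamine addition.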
# RXFP1 ag = qHTS Assay for Agonists of the Relaxin Receptor RXFP1; Relaxin receptor 1 (Homo sapiens), Q9HBX9; HEK293T-RXFP1 cAMP TR-FRET, 30 min; response scale: percent of porcine relaxin response, buffer zero; Potency, µM (doses to about 57.5 µM), without a hit: top-dose activation, usual class: activators; 370,000 tested, 0.3% active; also: potency is read from the fitted curve at half-maximal effect; % is scaled to controls: 0 for no effect and ±100 for the full control effect; nearly all actives have a fitted effect of over 60% in size; many of its hits are not listed in these tables
#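 HEK293 cells stably expressing RXFP1, treated 30 min at 37C with compounds plus PDE4 inhibitor Ro 20174; cAMP measured by HTRF TR-FRET. Normalized to buffer and 29 nM porcine relaxin; EC50 by Hill fit.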
# D1 antagonist = Antagonist of Human D 1 Dopamine Receptor: qHTS; D(1A) dopamine receptor (Homo sapiens), P21728; HEK293 TREx D1 cells, calcium flux, dopamine EC80; active compounds read low; activity change, negative = inhibition, % at 10 µM; 360,000 tested, 3.2% active; in the data active = activity change below about -30%; also: % is scaled to controls: 0 for no effect and ±100 for the full control effect
#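 Kinetic fluorescence of a calcium dye serves as the read-out. D1-expressing Hek293 Trex cells, induced overnight at 30 C, are exposed to compound for 180 s before an EC80 dopamine addition, then read 180 s further.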
# RXFP1 antagonist = qHTS Assay for Antagonists of the Relaxin Receptor RXFP1; Relaxin receptor 1 (Homo sapiens), Q9HBX9; HEK293-RXFP1, relaxin-stimulated cAMP HTRF, 30 min; active compounds read low; activity change, negative = inhibition, % at 57.5 µM; 350,000 tested, 0.59% active; AID 1259400, 2018;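 active = activity change of -60% or lower, but not beyond a set lower limit; inconclusive = change between -60% and -40%, or beyond the set limit; inactive = change above -40%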; also: % is scaled to controls: 0 for no effect and ±100 for the full control effect
# TRHR PAM = qHTS for Small Molecule Agonists and Allosteric Enhancers of Human TRH Receptor: Primary Screen for Enhancers | AID 493056, 2011 | Thyrotropin-releasing hormone receptor (Homo sapiens), P34981 | TRHR cells, fluo-8 calcium fluorescence, EC20 TRH enhancement | 360,000 tested, 0.66% active | enhancement, % at 2 µM; in the data active = enhancement above about 30%; also: 0% is about no effect
#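 TRHR-expressing cells loaded with fluo-8 calcium dye were read kinetically (ex 480/em 530) during compound addition, then stimulated with an EC20 of TRH (10 nM final). Enhancement of the Gq-mediated intracellular calcium response was scored.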
# D1 PAM = Potentiators of Human D1 Dopamine Receptor: qHTS; 360,000 tested, 0.036% active; HEK293 TREx D1 cells, calcium flux, dopamine EC20 potentiation; D(1A) dopamine receptor (Homo sapiens), P21728; potentiation, % at 10 µM; in the data active = potentiation above about 30%; also: 0% is about no effect
# * marks the source's active call; other numbers are inactive results; ? = inconclusive; · = not tested or not shown; [ ] = dose if it differs, or a comment. Unless noted, calls follow the shape of the dose curve; as a rule, active = well fitted curve in the direction sought with a large enough effect; inconclusive = small, poorly fitted or top-dose-only effect, or another doubt; inactive = no such curve, though single readings can be large; an effect the other way counts as inactive or inconclusive. Some of the compounds tested; rates above refer to the full screens.
SMILES,TRHR ag,D1 ag,Anesthetic bind,D2 PAM,RXFP1 ag,D1 antagonist,RXFP1 antagonist,TRHR PAM,D1 PAM
Cc1cccc(CC(=O)NC2CCS(=O)(=O)C2)c1 (stereo not drawn),0.3,1,·,-7,1.5%,-3,8,-4,-4
O=[N+]([O-])c1ccccc1CNCCCCCO,0.6,1,·,-11,-0.1%,4,·,3,-6
O=C(NC1CCCC1)C1CCN(C(=O)c2cccc(Cl)c2)CC1,0.9,3,7%,21,-1.4%,8,1,-1,2
CC(=O)Nc1ccc2c(c1)ncn2-c1ccccc1,0.0,2,-4%,-14,4.9%,1,-10,-2,-3
O=C(NCCc1csc2nc(-c3cccc(F)c3)nn12)c1ccc(Br)o1,-0.7,-1,-15%,7,2.4%,14,-9,-6,-1
O=C(Cn1c(=O)oc2cc(S(=O)(=O)N3CCCCCC3)ccc21)Nc1cccc(C(F)(F)F)c1,0.4,2,9%,-7,0.5%,1,2,1,-5
Cc1ccc(C)c(N2N=C(C(=O)N(CC(C)C)c3c(N)n(Cc4ccccc4)c(=O)[nH]c3=O)CCC2=O)c1,0.9,2,-12%,-4,0.2%,-13,0,-1,-1
Clc1ccc(C(c2nnnn2C2CCCC2)N2CCSCC2)cc1 (stereo not drawn),-1.9,2,9%,-5,0.4%,-7,-2,13,-2
CC(=O)c1cc2c(cc1NC(=O)Cn1cnc3ccccc3c1=O)OCO2,-0.3,1,·,2,14%,0,1,-10,1
CCN1C(=O)N(S(=O)(=O)C(F)(F)F)[C@@H](c2ccccc2)C(C(=O)OC)=C1C,-0.6,2,-6%,-5,0.0%,-13,·,4,-4
O=C(OCCN1CCCC1=O)c1cncc(Br)c1,0.0,1,0%,3,0.3%,-1,-11,4,-2
Cc1c2cnn(CC(=O)N3CCOCC3)c(=O)c2c(C)n1Cc1ccccc1F,0.3,3,-7%,2,3.0%,6,0,1,2
COc1ccccc1S(=O)(=O)Cc1ccc(C(=O)NCC2CCCO2)o1 (stereo not drawn),0.1,1,-1%,-10,0.2%,-36*,10,-2,2
Cc1c(C(=O)NN)nc2ccccn12,-0.4,2,1%,-1,1.4%,-12,9,-1,-3
Cc1cccc(/C=C2\CCC(C3CCCC3)C2=O)c1 (stereo not drawn),0.2,0,5%,3,1.0%,7,-8,5,-3
COC(=O)c1cc2oc(C)cc2n1CC(=O)N1CCCc2ccccc21,-0.4,0,-16%,0,0.2%,-2,·,-7,-5
CCCC(=O)Nc1nnc(SCC(=O)N2C(C)CCCC2C)s1 (stereo not drawn),-0.9,3,-9%,-2,3.3%,3,3,3,·
Cn1c(=O)c2c(nc(N3CCNCC3)n2Cc2ccccc2Cl)n(C)c1=O,-4.2,1,3%,8,-2.3%,11,?,8,-1
Cn1c(=O)oc2cc(S(=O)(=O)NCCC(=O)NCCc3ccc(Cl)cc3)ccc21,0.8,1,-5%,-12,0.3%,-11,-9,-3,-6
Cc1nc2sc3c(c2c(=O)[nH]1)CCCCC3,0.6,2,-11%,-4,-1.0%,11,-11,-1,-3
COCCn1c(=NC(=O)c2ccccc2[N+](=O)[O-])sc2cc(S(C)(=O)=O)ccc21,0.9,0,3%,8,1.8%,-4,28,5,-8
O=C(NCCCc1nc2ccccc2[nH]1)c1ccco1,0.2,5,-2%,-1,5.6%,-16,-4,-1,-4
CCO[C@@H]1OC(C(=O)NCc2nc3ccccc3[nH]2)=C[C@H](c2ccc(C(F)(F)F)cc2)[C@H]1CCCO,-0.1,0,-16%,-1,-0.6%,12,·,16,4
COC(=O)c1ccc(NC(=O)C(=O)NCCc2sc(-c3cccc(F)c3)nc2C)cc1,0.2,4,-3%,-3,3.1%,-1,-15,2,-2
Cc1ccc(C)c(NC(=O)CSc2n[nH]c(-c3ccccn3)n2)c1,1.1,4,-6%,-2,-1.1%,0,1,-3,·

# Only RXFP1 antagonist and D1 PAM, for some of the entries so far:
Compound | RXFP1 antagonist | D1 PAM
O=C(Cn1c(=O)oc2cc(S(=O)(=O)N3CCCCCC3)ccc21)Nc1cccc(C(F)(F)F)c1 | 2 | -5
Cc1ccc(C)c(N2N=C(C(=O)N(CC(C)C)c3c(N)n(Cc4ccccc4)c(=O)[nH]c3=O)CCC2=O)c1 | 0 | -1

# Additional entries follow:
SMILES,TRHR ag,D1 ag,Anesthetic bind,D2 PAM,RXFP1 ag,D1 antagonist,RXFP1 antagonist,TRHR PAM,D1 PAM
COc1ccc(S(=O)(=O)N2CCCCCC2)cc1C(=O)N1CCCC(C(F)(F)F)C1 (stereo not drawn),-0.2,4,·,10,0.4%,4,4,-11,-2
CC1Cc2ccccc2N1C(=O)COC(=O)c1ccc(O)cc1 (stereo not drawn),0.2,0,?,-3,-1.0%,-6,-4,0,-6
COc1ccc(CC2(CO)CCN(Cc3cnn(-c4ccccc4)c3)CC2)cc1,-0.3,2,-13%,-4,0.9%,13,-10,1,1
CCOC(=O)N1CCC(NC(=O)CCc2c(C)nc3nc(C)nn3c2C)CC1,0.6,1,2%,29,1.4%,7,-10,-7,-3
CC(C)N=c1scc(-c2ccco2)n1/N=C/c1ccc(O)c(O)c1,-0.1,3,-13%,-3,1.7%,-14,·,3,-2
Cc1ccc(CNc2ncccc2-c2nc(-c3ccc(Cl)cc3)no2)cc1,0.7,3,-6%,0,-4.4%,3,·,6,0
CC(C)(C)OC(=O)N1CCC[C@H]1c1nnc(SCc2ccccc2F)o1,-1.3,0,-22%,2,2.1%,-3,-2,6,-1
CC(OC(=O)c1cc2sccc2n1C)C(=O)NCc1cccs1 (stereo not drawn),-1.5,0,-4%,-1,-1.2%,-7,-22,-3,-8
Cc1nn(-c2ccc(C(F)(F)F)cn2)c(C)c1Oc1ccccc1O,-0.2,-2,?,-3,0.7%,-3,-1,11,-3
CC(C)(C)c1cc(NCCCn2ccnc2)n2ncc(-c3ccc(Cl)cc3)c2n1,-0.2,2,111%[activator],-5,7.3%,4,18,5,0
CCC1CCCCN1S(=O)(=O)c1ccc(C(=O)Nc2sc3c(c2C(N)=O)CCC3)cc1 (stereo not drawn),0.5,5,-3%,3,3.2%,0,·,15,-1
Cc1ccc(C(=O)c2ccc([N+](=O)[O-])cc2)cc1,-0.2,0,-21%,18,1.1%,10,-8,-2,2
COc1ccc(N(Cc2cc3cc(OC)ccc3[nH]c2=O)S(=O)(=O)c2ccc(NC(C)=O)cc2)cc1,2.1,4,0%,-20,3.8%,2,-9,-1,-1
COC(=O)c1c(N(S(C)(=O)=O)S(C)(=O)=O)sc2c1CCN(c1ncc(C(F)(F)F)cc1Cl)C2,-0.5,6,-4%,6,3.4%,-2,-5,1,-3
COc1ccc(N(CC(=O)NC2CCCCCC2)S(=O)(=O)c2ccccc2)cc1Cl,1.2,3,0%,·,-0.6%,4,-7,-4,0
N#CCCCSc1nnc(-c2ccccn2)o1,0.8,2,-7%,1,0.2%,-6,-17,-1,-3
Cc1ccc(CS(=O)(=O)CCC(=O)NCc2ccccn2)cc1,0.2,0,-6%,-3,1.7%,0,-2,0,-5
CCC(Oc1ccccc1)C(=O)Nc1cccc(OCc2cc(=O)n3cccc(C)c3n2)c1 (stereo not drawn),-0.4,2,-6%,4,2.6%,20,-12,-3,-2
O=C(Nc1ccc(Cl)cn1)c1cc(S(=O)(=O)N2CCCCC2)ccc1Cl,-0.6,2,-6%,-3,-0.8%,4,3,5,2
CCn1c(=O)cc(OCC(=O)Nc2ccccc2C#N)c2ccccc21,0.1,2,-12%,1,0.8%,1,·,-9,0
Cc1ccc2c(C)c(C(=O)N3CCC(O)(c4ccccc4)CC3)oc2c1C,-0.1,-3,?,4,-1.1%,28,-16,2,1
CCCCOC(=O)Nc1nc(C)c(C(=O)OCC)s1,0.4,1,-5%,·,0.4%,-5,-4,-5,0
COC(=O)C1(CCSC)NC(c2ccc(OC)cc2OC)C2C(=O)N(c3cccc(C(C)=O)c3)C(=O)C21 (stereo not drawn),0.5,1,-11%,-3,2.4%,2,2,0,-1
Cc1cccc2nc(-c3cccnc3)c(Nc3ccc(C(C)C)cc3)n12,-1.3,-1,-2%,6,0.5%,18,-88*,20,4

# Record cards, as listed above:
# CCO[C@@H]1OC(C(=O)NCc2nc3ccccc3[nH]2)=C[C@H](c2ccc(C(F)(F)F)cc2)[C@H]1CCCO is entered as TRHR ag: -0.1; D1 ag: 0; Anesthetic bind: -16%; D2 PAM: -1; RXFP1 ag: -0.6%; D1 antagonist: 12; RXFP1 antagonist: ·; TRHR PAM: 16; D1 PAM: 4
# CCn1c(=O)cc(OCC(=O)Nc2ccccc2C#N)c2ccccc21 is entered as TRHR ag: 0.1; D1 ag: 2; Anesthetic bind: -12%; D2 PAM: 1; RXFP1 ag: 0.8%; D1 antagonist: 1; RXFP1 antagonist: ·; TRHR PAM: -9; D1 PAM: 0

# A second format for six compounds above.
# Each structure is followed by: TRHR ag	D1 ag	Anesthetic bind	D2 PAM	RXFP1 ag	D1 antagonist	RXFP1 antagonist	TRHR PAM	D1 PAM
N#CCCCSc1nnc(-c2ccccn2)o1
    0.8	2	-7%	1	0.2%	-6	-17	-1	-3
O=C(NCCc1csc2nc(-c3cccc(F)c3)nn12)c1ccc(Br)o1
    -0.7	-1	-15%	7	2.4%	14	-9	-6	-1
Cc1c2cnn(CC(=O)N3CCOCC3)c(=O)c2c(C)n1Cc1ccccc1F
    0.3	3	-7%	2	3.0%	6	0	1	2
Cc1cccc(CC(=O)NC2CCS(=O)(=O)C2)c1 (stereo not drawn)
    0.3	1	·	-7	1.5%	-3	8	-4	-4
COC(=O)c1ccc(NC(=O)C(=O)NCCc2sc(-c3cccc(F)c3)nc2C)cc1
    0.2	4	-3%	-3	3.1%	-1	-15	2	-2
CC(=O)Nc1ccc2c(c1)ncn2-c1ccccc1
    0.0	2	-4%	-14	4.9%	1	-10	-2	-3
